RTF Ca sens inh: cardiac RTF calcium sensitivity inhibitors, primary screen, biochemical, IANBD-TnC fluorescence, EC70 calcium; inhibition, % at 7.15 µM; IANBD-labeled cardiac RTF, Ca2+ fluorescence; AID 493244, 2011; Troponin I, cardiac muscle (Homo sapiens) + Troponin T, cardiac muscle (Homo sapiens) + …; actives 0.12% (n = 340,000);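 active = inhibition above the mean inhibition of all tested compounds plus 3 SD, cut at about 17% in these data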;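 note: assay run at fixed EC70 calcium of 1.6 mM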
Wnt act: Wnt/beta-catenin pathway activators, primary screen, cell-based, plate reader, single point; Wnt/beta-catenin reporter cell assay, activator; activation, % at 9.35 µM; actives 1.2% (n = 300,000); AID 743398, 2014; in the data active = activation above about 30%, passing the limit was not always enough;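 note: 0% = neutral control wells and 100% = positive control wells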
OPRM1-OPRD1 ag: agonists of OPRM1-OPRD1 heterodimerization, primary screen, cell-based, luminescence; Mu-type opioid receptor (Homo sapiens) + Delta-type opioid receptor (Homo sapiens), …; cells; activation, % at 9.3 µM; actives 0.3% (n = 340,000); in the data active = activation above about 18%;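 note: 0% = vehicle-treated cells and 100% = reference agonist; values of inactives mirror those of a sister screen read the other way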
Arrestin-AP2 inh: inhibitors of beta-arrestin/AP2 binding, primary screen, biochemical, GPCR trafficking, flow cytometry. AID 504490, 2011. inhibition, % at 10 µM. FITC-arrestin peptide / GST-AP2 beads; AP2 beta2 appendage carries R879A mutation. beta-arrestin 1 C-terminal peptide binding to AP2 beta2-adaptin appendage (human). actives 0.31% (n = 340,000);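 active = inhibition above a set limit, near 3 SD of compounds lacking own fluorescence, cut at about 54% in these data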;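 note: plate controls were DMSO wells for no effect and 5 µM unlabelled arrestin peptide for full effect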
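Material – AP2 appendage R879A on GSH beads · Buffer or medium – PBS with 0.05% Tween 20 and 0.1% BSA · Probe or stimulus – fluorescein-tagged arrestin peptide at 50 nM final · Incubation – compound with beads 12 min RT, then probe 1 h RT · Detection – high-throughput flow cytometry of beads, ex 488, em 535 nm · Evaluation – percent response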
RTF Ca sens act: cardiac RTF calcium sensitivity activators, primary screen, biochemical, IANBD-TnC fluorescence, EC20 calcium | Troponin I, cardiac muscle (Homo sapiens) + Troponin T, cardiac muscle (Homo sapiens) + … | IANBD-labeled TnC RTF fluorescence at EC20 calcium; 0% EC20 calcium, 100% full calcium | activation, % at 7.2 µM | actives 0.24% (n = 340,000) | AID 493008, 2010;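 active = activation above the mean over all tested compounds plus 3 SD, cut at about 30% in these data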;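 note: rise in fluorescence read as greater calcium sensitivity of cardiac thin filaments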
MOR-DOR inv ag: inverse agonists of MOR-DOR heterodimerization, primary screen, cell-based, luminescence | Mu-type opioid receptor (Homo sapiens) + Delta-type opioid receptor (Homo sapiens), … | cell-based MOR-DOR heterodimer luminescence, inverse agonism | inhibition, % at 9.3 µM | actives 0.21% (n = 340,000) | AID 504357, 2011; in the data active = inhibition above about 22%, passing the limit was not always enough;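 note: 0% = cells with DMSO and 100% = wells without cells with DMSO; values of inactives mirror those of a sister screen read the other way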
DSG3 Ab inh: inhibitors of pemphigus antibody binding to DSG3, primary screen, biochemical, bead-based, flow cytometry, scFv-GFP | Desmoglein-3 (Homo sapiens), P32926 | binding (percent of control), % at 10 µM | actives 0.48% (n = 310,000) | DSG3-coupled beads, scFv-anti-DSG3-GFP binding; stronger effect = lower value;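 active = binding more than 3 SD below its plate's average and above zero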;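 note: hits lower antibody fragment binding to DSG3; some compounds called inactive have numbers as strong as hits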
Target sequence (P32926 whole entry, looked up, the tested form may be a part): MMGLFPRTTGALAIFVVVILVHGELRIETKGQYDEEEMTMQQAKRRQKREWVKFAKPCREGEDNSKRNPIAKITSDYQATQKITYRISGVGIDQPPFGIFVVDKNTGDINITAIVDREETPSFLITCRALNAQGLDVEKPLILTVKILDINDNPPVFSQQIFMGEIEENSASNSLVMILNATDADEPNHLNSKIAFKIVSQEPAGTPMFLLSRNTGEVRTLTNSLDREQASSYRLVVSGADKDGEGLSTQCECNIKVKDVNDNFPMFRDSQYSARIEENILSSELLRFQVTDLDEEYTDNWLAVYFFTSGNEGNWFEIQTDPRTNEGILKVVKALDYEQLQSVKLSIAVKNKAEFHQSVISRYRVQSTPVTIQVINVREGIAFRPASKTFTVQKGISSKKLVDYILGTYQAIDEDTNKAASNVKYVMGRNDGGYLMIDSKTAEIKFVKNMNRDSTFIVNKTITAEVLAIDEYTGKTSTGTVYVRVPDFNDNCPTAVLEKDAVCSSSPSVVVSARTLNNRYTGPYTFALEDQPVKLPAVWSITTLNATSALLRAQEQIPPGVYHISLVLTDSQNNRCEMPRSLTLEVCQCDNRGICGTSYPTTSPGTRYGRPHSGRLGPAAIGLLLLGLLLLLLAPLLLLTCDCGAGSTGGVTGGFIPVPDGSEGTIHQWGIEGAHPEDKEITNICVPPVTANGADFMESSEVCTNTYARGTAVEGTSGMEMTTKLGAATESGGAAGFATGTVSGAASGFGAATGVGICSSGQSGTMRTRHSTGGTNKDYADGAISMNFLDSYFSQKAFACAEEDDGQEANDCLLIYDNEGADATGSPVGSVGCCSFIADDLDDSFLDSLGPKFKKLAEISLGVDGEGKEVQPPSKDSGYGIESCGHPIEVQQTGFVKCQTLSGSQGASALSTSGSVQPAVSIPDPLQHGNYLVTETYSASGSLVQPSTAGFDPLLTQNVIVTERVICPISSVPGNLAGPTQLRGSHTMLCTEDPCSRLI
LANA DNA inh: inhibitors of KSHV C-LANA binding to DNA, primary screen, biochemical, fluorescence polarization, FAM-LBS DNA, MBP-C-LANA, single point; Kaposi's sarcoma herpesvirus LANA C-terminal domain (residues 932-1162) DNA binding; inhibition, % at 9 µM; actives 0.078% (n = 340,000); AID 504423, 2011;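 active = highest replicate inhibition at or above 60% at 9 µM, even if other replicates fall short; inactive = all replicates below 60% inhibition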;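 note: 0% = neutral control wells and 100% = 4 µM acridine orange control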
V-ATPase pHluor: regulators of yeast V-ATPase proton pumping, primary screen, pHLuorin cytosolic pH fluorescence. S. cerevisiae. response, % at 10 µM. actives 0.37% (n = 350,000). AID 504577, 2011; in the data active = response mostly above about 7.3%, no sharp cut-off; inactive = mostly below about 5.4%; note: actives read high; inactives centre near 0; some compounds called inactive have numbers as strong as hits; reference of the scale not given here
Keap1-Nrf2 PPI: Keap1-Nrf2 protein-protein interaction inhibitors, primary screen, biochemical, fluorescence polarization, single point | Keap1 Kelch-Nrf2 peptide fluorescence polarization, 1536-well | actives 0.15% (n = 340,000) | AID 504523, 2011 | inhibition, % at 9.4 µM; in the data active = inhibition above about 12%;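 note: human Keap1 Kelch domain with fluorescein labeled Nrf2 9mer peptide probe; 0% = neutral control wells and 100% = peptide positive control; higher means more block of Keap1 binding to Nrf2 peptide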
Active calls of the source: *; nt = no result given.

mol | RTF Ca sens inh | Wnt act | OPRM1-OPRD1 ag | Arrestin-AP2 inh | RTF Ca sens act | MOR-DOR inv ag | DSG3 Ab inh | LANA DNA inh | V-ATPase pHluor | Keap1-Nrf2 PPI
CC(C)CC(=O)NCC(C)NC(=O)CC(C)C (centres undefined) | 9.9 | -7.8 | -1.3 | 7.0 | -5.2 | 8.3 | nt | -1.1 | 0.6 | 6.3
COC(=O)CCNC(=O)Cc1c(C)n(C(=O)c2ccc(Cl)cc2)c2ccc(OC)cc12 | -4.5 | 0.7 | -0.7 | -10.0 | -4.7 | 3.8 | 116.0 | 2.2 | 3.2 | -1.5
CCC(=O)Nc1cc2nn(-c3ccc(OC)cc3)nc2cc1C | 0.9 | nt | 0.3 | 4.3 | -6.7 | -1.8 | 84.0 | 0.0 | -0.1 | 1.2
CC(=O)Nc1ccc(NC(=O)CCn2c(=S)oc3ccccc32)cc1 | 2.4 | -0.7 | -4.8 | 27.0 | 0.1 | 24.4 | 92.2 | -1.1 | 0.8 | -5.0
COc1ccccc1-n1cc(CN2CCN(CC(C)C)C(CCO)C2)cn1 (centres undefined) | -5.5 | 0.4 | 3.9 | -4.1 | 4.6 | -20.4 | 110.5 | 0.4 | 2.7 | -3.7
CN1CCN(CCCNC(=O)c2ccc(/C=C3\Oc4ccccc4N(Cc4ccc(Cl)cc4)C3=O)cc2)CC1 | 2.3 | -0.7 | 5.6 | 13.2 | -6.9 | -28.0 | 122.8 | -0.7 | 1.9 | 5.0
COC(=O)C1=C(C)NC(C)=C(C(=O)OC)C1/C=C/c1ccccc1 | -3.5 | 1.9 | -0.5 | 2.6 | -6.7 | 2.6 | 108.6 | -1.3 | -27.1 | -1.4
O=C(/C=C/c1ccc(Cl)cc1Cl)N1CCN(c2ccc([N+](=O)[O-])c(N3CCOCC3)c2)CC1 | -21.1 | -4.6 | -1.0 | 1.1 | -3.8 | 6.7 | 95.1 | 2.0 | -0.9 | -1.3
CCOC(=O)N1CCN(C(=O)CNC(=O)c2nn(-c3ccc(OC)cc3OC)c(=O)c3ccccc23)CC1 | -1.8 | 4.2 | -0.2 | -3.2 | -1.2 | 1.9 | 92.2 | 1.0 | 2.1 | -6.8
c1ccc(Oc2cccc(CN3CCOCC3)c2)cc1 | -10.0 | -1.1 | 2.7 | 0.6 | 1.3 | -14.9 | 105.0 | -2.7 | 0.9 | -1.3
Cc1occc1-c1nnc(SCC(=O)NC2CC2)n1C(C)C | -5.2 | -2.7 | 0.1 | 1.5 | 2.1 | -0.4 | 106.5 | -1.8 | -1.8 | 0.4
N#C/C(=C/c1cn(-c2ccccc2)nc1-c1cccc(OCc2ccccc2)c1)C(=O)NCCCn1ccnc1 | -6.0 | -6.5 | 2.1 | 2.3 | -0.1 | -11.3 | 106.5 | 1.3 | 0.7 | 5.6
CC1CCC(NC(=O)C2CCC(CNS(=O)(=O)c3ccccc3)CC2)CC1 (centres undefined) | -4.2 | -0.8 | -0.1 | -10.1 | 1.8 | 0.8 | 96.9 | -1.5 | 3.0 | -4.6
COc1ccc(/C=N/n2c(N)c(S(=O)(=O)c3cccs3)c3nc4ccccc4nc32)cc1OC | -4.0 | nt | -2.2 | -7.3 | 0.0 | 9.4 | 94.6 | -1.2 | -1.7 | -3.1
COc1ccc(NC(=O)c2ccc3ccccc3n2)cc1S(=O)(=O)Nc1ccccc1Cl | 7.2 | nt | 2.0 | 1.4 | -5.4 | -10.1 | 85.8 | -1.2 | 0.7 | -1.6
O=C(O)c1ccccc1-c1ccccc1C(=O)Nc1cccc(-c2nc3ccccc3o2)c1 | 2.2 | -0.1 | 0.5 | -21.0 | -1.1 | -2.5 | 94.2 | 1.1 | 0.2 | 6.9
O=C(NC1CCCCCC1)c1ccco1 | 1.6 | 1.6 | -3.5 | 39.5 | -2.9 | 18.4 | nt | 0.3 | 1.2 | -0.6
N#Cc1nc(Cc2cccc3ccccc23)oc1NCCN1CCCCC1 | -5.2 | nt | 0.1 | -1.1 | -0.7 | -0.3 | 103.0 | -0.8 | -2.4 | -5.0
CN(C)c1ccc2c(c1)OC(N)=C(C#N)C2c1cccc(F)c1 (centres undefined) | -121.0 | -17.7 | 1.5 | 23.1 | 72.8* | -8.0 | 104.7 | -0.1 | -1.2 | -28.5
CCc1cccc(CC)c1NC(=S)N1CCn2cccc2C1c1ccncc1 (centres undefined) | -5.2 | -1.6 | -0.4 | 5.7 | 5.3 | 2.1 | 103.7 | 0.3 | -5.6 | 1.1
CC(C)(C)n1ncc2c(=O)n(Cc3cc(F)c(Cl)cc3Cl)cnc21 | 2.4 | -0.7 | -1.2 | -2.9 | 3.2 | 7.0 | 103.0 | -4.4 | -5.7 | 0.0
Cc1ccc(/C=c2\sc3n(c2=O)CN(c2ccc(Br)cc2)CN=3)o1 | -3.2 | 3.1 | -1.4 | 0.7 | -3.0 | 8.0 | 100.2 | -1.2 | -0.6 | -5.4
Cc1ccc(C)c(-n2c(Cc3cc(=O)[nH]c(=O)[nH]3)nnc2SCC(=O)NCC2CCCO2)c1 (centres undefined) | -21.9 | 3.8 | 0.0 | 7.4 | 12.9 | -0.2 | 104.2 | 1.6 | -2.8 | 1.0
Cc1ccc(S(=O)(=O)N[C@H](C(=O)OCC(=O)N2N=C(c3ccc(Cl)cc3)CC2c2ccco2)C(C)C)cc1 (some centres undefined) | 1.3 | -2.6 | -1.2 | 15.6 | 5.5 | 5.7 | 101.4 | 1.8 | 4.2 | -3.5
COC(=O)C1=C(C)N(C(C)c2ccccc2)C(=O)C1 (centres undefined) | 0.2 | 0.3 | -2.3 | 1.8 | -11.3 | 12.4 | 108.0 | -2.1 | -2.1 | 0.3
COCCCNC(=O)CNC(=S)N(Cc1ccc(F)cc1)C1CCCCC1 | -2.0 | nt | -1.0 | -5.7 | 2.6 | 5.2 | 98.1 | 1.9 | 0.5 | -0.8
N#Cc1c2c(c(=S)n(-c3ccccc3)c1N)CCCC2 | -22.3 | nt | 8.3 | -5.6 | 12.9 | -47.5 | 106.2 | 13.3 | -0.7 | -0.9
CC1(C)CC(=O)C2=C(C1)NC(=O)CC2c1ccccc1F (centres undefined) | -3.5 | nt | -3.5 | -17.4 | -0.8 | 14.7 | nt | -0.2 | -0.2 | -6.6
O=C(Nc1ncn[nH]1)c1ccc([N+](=O)[O-])cc1[N+](=O)[O-] | -16.4 | -1.6 | 5.3 | 19.2 | -3.6 | -30.8 | 103.7 | -2.0 | -1.7 | -1.4
COCCCNC(=O)CSc1nc2ccc(N3CCOCC3)cc2c(=O)n1CCc1ccccc1 | 1.1 | nt | -1.6 | 22.5 | -2.9 | 8.1 | 78.7 | 1.3 | -1.4 | 3.9
Cc1ccc(C)c(NC2=C(Cl)C(=O)OC2OC(C)C)c1 (centres undefined) | 0.1 | -0.5 | -2.9 | 8.1 | 4.7 | 15.2 | 99.7 | -0.2 | -1.6 | 0.4
COc1cc(NC(=O)C2CC(=O)N(CCc3ccc(F)cc3)C2)cc(OC)c1OC (centres undefined) | 4.0 | -3.3 | 1.0 | 18.9 | -2.2 | -8.0 | 95.6 | -1.5 | -1.9 | 1.2
Oc1ccc(/C(Cc2ccc3ccccc3n2)=N\Nc2ccccc2)c(O)c1 | -0.9 | 1.3 | -0.7 | 5.6 | 2.5 | 3.2 | 135.1 | 1.8 | 1.1 | -3.1
Cc1cc(C)c(NC(=O)CN2C(=O)NC(Cc3ccccc3)C2=O)c(C)c1 (centres undefined) | 0.4 | -1.0 | -1.8 | 24.9 | 1.2 | 8.9 | 89.2 | -0.8 | -2.0 | -0.8
CC12CCC(C(=O)N3CCN(c4ncccn4)CC3)(c3nc4ccccc4nc31)C2(C)C (centres undefined) | -1.4 | 0.1 | -1.2 | 29.7 | -4.5 | 5.0 | nt | -0.8 | 0.2 | -1.2
Nc1ccc(C(=O)CC(=O)Nc2ccc(Cl)cc2)cc1 | -16.3 | 4.1 | -1.7 | 27.4 | -3.1 | 7.5 | 100.0 | 1.1 | -1.3 | -0.9
O=C(CN1C(=O)S/C(=C\c2ccc(F)cc2)C1=O)NCCCn1ccnc1 | 0.8 | -4.4 | -0.8 | 13.8 | 1.0 | 4.0 | 97.0 | -1.0 | -4.8 | -1.5
O=C(c1ccc(-c2cccc([N+](=O)[O-])c2)o1)N1CCN(c2ccc([N+](=O)[O-])cc2)CC1 | -37.6 | -1.0 | -0.8 | 17.4 | -4.4 | 5.3 | 97.5 | 0.6 | -3.7 | 1.4
COc1ccc(CNn2c(-c3ccccc3F)nc3ccccc3c2=O)cc1OC | -0.1 | -2.5 | -1.9 | 4.7 | 1.9 | 9.5 | 95.0 | -0.6 | 0.0 | -6.0
C/C(CC(=O)Nc1ccc(C)c(Cl)c1)=N\NC(=O)c1cccc(O)c1 | -5.4 | 3.0 | -0.4 | -1.7 | 8.6 | 2.2 | 109.9 | 1.3 | 7.3 | -8.4
COc1ccc(N(C(=O)c2cnsn2)C(C(=O)NC2CCCCC2)c2ccncc2)cc1 (centres undefined) | 4.0 | 3.0 | 0.4 | 10.8 | 2.5 | -1.9 | 95.9 | 0.7 | -1.6 | -1.5
NC(=O)C1C(c2ccccc2)=C1c1ccccc1 | 1.1 | -0.1 | -1.3 | -1.7 | -4.5 | 6.7 | 93.8 | 1.8 | 0.8 | 0.3
O=C(Cn1cnc2c(oc3ccccc32)c1=O)N1CCN(c2ccccc2)CC1 | -6.6 | 24.9 | -1.8 | 18.8 | 5.5 | 9.7 | 104.8 | 0.1 | -0.2 | -0.7
O=C(O)C1=C[C@@H](c2ccc3c(c2)OCO3)C[C@@H](OCCCCO)O1 | -0.2 | -1.8 | 1.9 | 1.3 | -0.7 | -10.7 | 105.0 | -3.3 | -3.2 | 0.0

From PubChem
